# Screening results (PubChem)
# MEKK2 mut-MEK5: signal of MEK5 binding to mutant human MEKK2 PB1 domain; bead flow cytometry, Alexa488-MEK5 binding to MEKK2 mutant; percent response, % at 10 µM; 290,000 compounds, 0.35% hits; in the data active means percent response above about 24%, passing the limit was not always enough; further: inactives centre near 1; some results filed as inactive read as strong as hits
# OXTR ag: activates the human oxytocin receptor; activation, % at 3 µM; P30559; AID 2435; CHO-OTR cells, Fluo-8 calcium fluorescence; normalized: DMSO 0%, oxytocin 100%; 320,000 compounds, 0.32% hits;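 active means activation above the mean of all tested compounds plus 3 SD, cutoff set per screening run, cut at about 20% in these data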;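 further: peak over basal fluorescence ratio from a 100 s FLIPR kinetic read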
# PfM18AAP inh: PfM18AAP enzyme inhibition | inhibition, % at 7.35 µM | AID 1822 | 290,000 compounds, 1.2% hits | recombinant PfM18AAP, H-Glu-NHMec fluorogenic cleavage;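 active means inhibition above the campaign mean inhibition over all tested compounds plus 3 SD, cut at about 28% in these data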;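 further: 0% = plate median of test compound wells and 100% = 2 mM ZnCl2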
# NALP1 yeast inh: NALP1 inhibition | inhibition, % at 10 µM | S. cerevisiae NALP1/ASC/caspase-1 growth, X-gal OD620, 72 h | 280,000 compounds, 0.61% hits; in the data active means inhibition mostly above about 24%, no sharp cut-off; inactive means mostly below about 32%; further: some compounds called inactive have numbers as strong as hits
# V1R ag counter: V1a receptor agonism, counter-screen for OXTR agonists; P37288; activation, % at 3 µM; CHO-V1R cells, Fluo-8 calcium fluorescence, agonist mode; 0% DMSO, 100% 3 nM vasopressin; 320,000 compounds, 0.25% hits;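 active means activation above the mean activation of all tested compounds plus 3 SD, per screening run, cut at about 20% in these data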;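 further: signal is peak over basal fluorescence ratio across a 100 second FLIPR read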
# Target sequence (P37288 whole entry, looked up): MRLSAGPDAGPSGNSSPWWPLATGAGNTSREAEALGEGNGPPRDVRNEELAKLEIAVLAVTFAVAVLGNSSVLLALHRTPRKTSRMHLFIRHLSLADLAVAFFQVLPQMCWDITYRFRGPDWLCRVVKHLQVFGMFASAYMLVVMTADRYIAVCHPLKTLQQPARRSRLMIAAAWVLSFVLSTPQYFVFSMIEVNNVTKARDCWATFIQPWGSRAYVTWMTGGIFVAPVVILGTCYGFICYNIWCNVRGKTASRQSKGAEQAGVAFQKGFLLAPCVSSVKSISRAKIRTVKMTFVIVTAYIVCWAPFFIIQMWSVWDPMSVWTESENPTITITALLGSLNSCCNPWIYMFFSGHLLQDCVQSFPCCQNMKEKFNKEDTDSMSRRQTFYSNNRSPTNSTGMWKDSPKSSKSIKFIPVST
# GPR7 antag: blocks human GPR7 receptor signaling | P48145 | GPR7-expressing cells, fluorescence antagonist assay | inhibition, % at 4.4 µM | 290,000 compounds, 1.1% hits | AID 1861; in the data active means inhibition above about 16%, passing the limit was not always enough;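 further: cells stimulated with the agonist NPW; 0% = agonist with vehicle and 100% = vehicle without agonist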
# Target sequence (P48145 whole entry, looked up): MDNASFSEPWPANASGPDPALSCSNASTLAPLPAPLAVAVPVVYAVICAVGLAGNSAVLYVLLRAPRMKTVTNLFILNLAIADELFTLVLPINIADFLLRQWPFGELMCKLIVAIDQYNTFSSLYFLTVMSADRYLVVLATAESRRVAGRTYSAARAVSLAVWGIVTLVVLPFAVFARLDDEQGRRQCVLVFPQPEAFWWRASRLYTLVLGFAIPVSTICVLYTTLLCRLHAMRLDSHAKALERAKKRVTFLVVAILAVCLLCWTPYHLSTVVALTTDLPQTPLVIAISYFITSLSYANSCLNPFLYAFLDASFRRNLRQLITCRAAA
# GalR3 antag: blocks the human galanin receptor 3. inhibition, % at 3 µM. AID 651719. HEK293 GalR3-CNG cAMP membrane potential fluorescence; galR3 body fused to GalR1 C-terminus. 360,000 compounds, 0.44% hits. O60755;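 active means inhibition above the screen-wide average plus 3 SD, cut at about 13% in these data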;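 further: forskolin and galanin both at EC90 stimulate the cells; cAMP rise reported by CNG channel membrane potential dye signal; 0% = forskolin plus galanin with DMSO and 100% = forskolin alone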
# Target sequence (O60755 1-299 limits assumed): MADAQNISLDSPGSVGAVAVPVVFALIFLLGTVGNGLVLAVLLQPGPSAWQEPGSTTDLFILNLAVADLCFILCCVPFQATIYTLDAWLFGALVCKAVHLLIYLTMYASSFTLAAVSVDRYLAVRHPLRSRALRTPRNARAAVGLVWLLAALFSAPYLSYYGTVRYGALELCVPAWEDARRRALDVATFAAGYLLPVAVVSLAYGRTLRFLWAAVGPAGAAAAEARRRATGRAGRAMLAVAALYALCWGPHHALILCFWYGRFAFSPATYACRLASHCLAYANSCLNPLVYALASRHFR
# OXTR potentiate: potentiators of human oxytocin receptor. P30559. CHO-OTR cells, Fluo-8 calcium fluorescence, potentiator mode; 0% = oxytocin EC15, 100% = EC100. activation, % at 3 µM. 320,000 compounds, 0.061% hits. AID 2445;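 active means activation above that plate's cutoff, the mean activation of tested compounds plus 3 SD, cut at about 6.6% in these data, passing the limit was not always enough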;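 further: 100% uses oxytocin at 75 nM as the full agonist control; some results filed as inactive read as strong as hits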
#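 Replication – single well per compound, singlicate · Assay system – CHO cell line stably expressing human OTR · Timing – 6 min pre-incubation, 100 s read · Measure – normalized max/min fluorescence ratio, % activation · Doses – 3.0 µM, one dose · Detection – Fluo-8 calcium dye fluorescence · Probe or stimulus – oxytocin near EC15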
# MEKK2wt PB1 HTS: raises or lowers MEK5 binding to wildtype human MEKK2 PB1 domain; Q9Y2U5; bead flow cytometry, Alexa488-MEK5 binding to MEKK2 WT; actives lie on both sides; binding response (% of control), % at 10 µM; 290,000 compounds, 1.1% hits; in the data active means binding response below about 67% or above about 130%
# Starred values were filed as active, the others as inactive; x = not tested or not shown. An unsorted share of the library; about 4.1% have a hit in one of these screens.
# Under each structure – MEKK2 mut-MEK5, OXTR ag, PfM18AAP inh, NALP1 yeast inh, V1R ag counter, GPR7 antag, GalR3 antag, OXTR potentiate, MEKK2wt PB1 HTS
> CCO[C@H]1OC(C(=O)Nc2ccccc2)=C[C@@H](c2ccc(Br)cc2)[C@@H]1CCCO
→ 0, -1.7, 4, -18, -0.2, -18, -8, -4, 96
> COC(=O)c1sccc1NC(=O)Nc1cc(C)ccc1C
→ -20, -2.2, -3, 8, -1.5, -10, -3, 3, 78
> COc1ccc(OC)c(NC(=O)CSc2nnc(N)s2)c1
→ -2, -0.1, 2, -1, 1.2, -13, -2, -11, 108
> CCn1c(-c2cc(Br)ccc2O)n[nH]c1=S
→ 0, 0.9, 18, x, 0.9, -12, 2, -1, 100
> NS(=O)(=O)c1ccc(CCNC(=O)Cc2c[nH]c3ccccc23)cc1
→ 0, -1.9, -8, 34, 0.9, -7, -6, -5, 94
> CC(C)(C)CC(C)(C)NCC(=O)Nc1c2c(nc3ccccc13)CCC2
→ -1, -0.3, 6, 3, 0.5, -4, -6, -6, 97
> S=c1[nH]nc(-c2ccco2)n1/N=C/c1ccc(Cl)c(Cl)c1
→ -1, 0.1, 17, 19, 0.1, -10, 2, 4, 79
> CCOC(=O)Cc1csc(NC(=O)c2ccc(S(=O)(=O)N3CCCC3)cc2)n1
→ 2, 9.1, 1, -5, 7.8, 0, -3, -10, 104
> CC(=O)N[C@@H](C)C(=O)OC(C)C(=O)Nc1cccc([N+](=O)[O-])c1 (some centres not stated)
→ -1, x, 1, 15, x, 3, -4, x, 108
> Cc1cc(Br)ccc1OCC(=O)NNC(=O)C(=O)Nc1ccccc1
→ -7, -0.9, -1, 23, 0.8, -6, 3, 2, 99
> COc1ccc(NC(C)=O)cc1S(=O)(=O)N1CCn2cccc2C1C (configuration not stated)
→ x, 2.3, x, x, 0.9, x, -6, 1, x
> CCOc1cc(CNc2ccc(N3CCOCC3)cc2)cc(Br)c1OCC
→ -7, -0.8, 10, 40, 0.5, -12, -10, -7, 93
> O=C(O)CCCCCNS(=O)(=O)c1cccc2c1C(=O)c1ccccc1C2=O
→ 11, 1.0, -5, 21, -1.5, 0, 0, -3, 113
> CCCCOc1ccc(OCCSc2nc3ccccc3n2CC(=O)O)cc1
→ -9, -1.1, -3, -3, 0.7, 27, -10, -10, 99
> CCn1c(C)c(C)c2cc(C(=O)N3CCN(c4cccc(C)c4C)CC3)ccc21
→ 0, -2.2, -1, 11, -1.8, -18, -2, -18, 97

# New compounds follow
# Under each structure – MEKK2 mut-MEK5, OXTR ag, PfM18AAP inh, NALP1 yeast inh, V1R ag counter, GPR7 antag, GalR3 antag, OXTR potentiate, MEKK2wt PB1 HTS
> Cc1ccc2nsnc2c1S(=O)(=O)N(Cc1cc2cccc(C)c2[nH]c1=O)CC1CCCO1 (configuration not stated)
→ 0, 1.2, -1, 6, 1.8, -14, -4, -7, 102
> CC(C)c1ccc(NC(=S)NC2CCCCCC2)cc1
→ -1, -2.9, 2, 3, 0.7, -5, -3, -12, 98
> c1ccc(CNc2ncnc3c2oc2ccccc23)nc1
→ 2, 1.4, 2, 7, 1.5, -11, -4, -4, 101
> O=c1[nH]c(C2C3CC4CC(C3)CC2C4)nc2ccccc12 (configuration not stated)
→ -1, -2.0, -10, 26, 0.4, -12, -1, -3, 97
> COc1ccccc1N1CCN(C(=O)c2cc(=O)c3ccc(C)cc3o2)CC1
→ 3, -1.5, -8, 4, 1.3, -1, 4, 1, 108
> COC(=O)c1c(NC(=O)CN2CCN(c3ncccn3)CC2)sc(C(N)=O)c1C
→ 2, -0.1, -14, 23, 3.1, -8, -1, 0, 100
> CCc1cc(S(=O)(=O)N2CCN(C(=O)c3ccco3)CC2)ccc1OC
→ 12, -0.5, -10, x, 0.9, -1, -3, -13, 107
> O=C(CN1C(=O)NC(c2ccccc2)(c2ccccc2)C1=O)NC1CCCC1
→ x, 0.3, x, x, -0.7, x, 3, -9, x
> COC(=O)CC(NC(=O)CN1CCN(c2ccc(F)cc2)CC1)c1cccc(F)c1 (configuration not stated)
→ 7, -0.6, 4, 4, 3.5, -6, -11, -17, 105
> O=C1NC2(CCCCCC2)C(=O)N1Cc1ccccc1Cl
→ 6, -1.2, -1, 3, -0.6, -1, -5, -15, 106
> CC(=O)Nc1ccc(S(=O)(=O)N2CCn3cccc3C2C)cc1 (configuration not stated)
→ x, 2.0, x, x, 0.9, x, -1, -6, x
> COc1ccc(Br)cc1/C=C/C(=O)c1ccc(NC(C)=O)cc1
→ 17, 0.7, 2, 39, 2.4, 6, -5, -6, 112
> Cc1cc(=O)n(C)c2ccc(S(=O)(=O)N3CCOCC3)cc12
→ 1, -0.8, -4, -39, 1.4, 4, -7, -13, 103
> CSC(=NCc1ccco1)NC#N
→ 1, -0.2, -6, x, 0.8, -10, -3, -3, 110
> COc1ccc(CCN(Cc2ccccn2)C(=S)Nc2ccccc2C)cc1OC
→ -8, -0.3, 1, 10, 0.4, -6, -8, -12, 88

# Two of the compounds above, field by field:
O=C(CN1C(=O)NC(c2ccccc2)(c2ccccc2)C1=O)NC1CCCC1
  MEKK2 mut-MEK5 = x
  OXTR ag = 0.3
  PfM18AAP inh = x
  NALP1 yeast inh = x
  V1R ag counter = -0.7
  GPR7 antag = x
  GalR3 antag = 3
  OXTR potentiate = -9
  MEKK2wt PB1 HTS = x
COC(=O)CC(NC(=O)CN1CCN(c2ccc(F)cc2)CC1)c1cccc(F)c1 (configuration not stated)
  MEKK2 mut-MEK5 = 7
  OXTR ag = -0.6
  PfM18AAP inh = 4
  NALP1 yeast inh = 4
  V1R ag counter = 3.5
  GPR7 antag = -6
  GalR3 antag = -11
  OXTR potentiate = -17
  MEKK2wt PB1 HTS = 105

# Next records.
# Under each structure – MEKK2 mut-MEK5, OXTR ag, PfM18AAP inh, NALP1 yeast inh, V1R ag counter, GPR7 antag, GalR3 antag, OXTR potentiate, MEKK2wt PB1 HTS
> CC(C)CN1CCN(Cc2cnc(N3CCOCC3)s2)CC1CCO (configuration not stated)
→ -7, 1.4, 4, -18, 1.0, -8, -4, -5, 87
> CCN1CCCC1CNC(=O)c1cc2c(OC)c(OC)c(OC)cc2[nH]1 (configuration not stated)
→ 10, 0.4, -1, 16, 0.6, 13, -8, -6, 119
> Cc1[nH]n(-c2cccc3ccccc23)c(=O)c1/C=N/NC(=O)c1cccc([N+](=O)[O-])c1
→ -1, -2.0, 0, 29, -0.3, -6, 0, -14, 91
> CC(C)COC(=O)C1C2C=CC3(CN(C4CCCC4)C(=O)C13)O2 (configuration not stated)
→ 4, -0.5, -3, 22, 0.1, -9, 1, 5, 98
> S=c1[nH]c(-c2ccc(Cl)cc2)cs1
→ -2, 1.3, 19, -16, -0.6, -18, -2, -3, 99
> Nc1ccc(-c2nc3ccc(N)cc3o2)cc1
→ 1, -0.9, -2, -7, 0.3, -12, -1, 2, 103
> CS(=O)(=O)c1ccc(NCC2CCCO2)c([N+](=O)[O-])c1 (configuration not stated)
→ -3, 1.1, -2, 21, 0.4, -15, -8, -1, 102
> CC(=O)N[C@@H](Cc1c[nH]c2ccccc12)C(=O)NCCc1ccc(S(N)(=O)=O)cc1
→ 12, 0.2, 7, 6, 0.3, 7, -6, -2, 101
> COc1ccc(C(CNC(=O)c2ccc(N3CCCC3=O)cc2)N2CCCC2)cc1 (configuration not stated)
→ x, 2.1, x, x, 0.4, x, -3, 0, x
> CCOc1ccc2c(c1)c1nc3ccccc3nc1n2C
→ -2, x, -5, 7, x, -15, -8, x, 100
> C=C(C)COc1ccc(-c2nc(N)nc(C)c2-c2ccc(OC)cc2)c(O)c1
→ -7, -2.4, -7, 19, -1.3, -11, -12, -10, 88
> O=C(Nc1ccc(-c2nnc(-c3ccccc3)o2)cc1)C(F)(F)F
→ x, 0.0, 3, 3, 0.7, -10, -3, -18, x
> COc1cccc2cc(C(=O)n3ccc(C)n3)c(=O)oc12
→ 8, 1.1, 7, 0, 2.9, -3, 3, -3, 102
> COC(=O)c1ccc(N/N=C/c2cc([N+](=O)[O-])cc(OC)c2O)cc1
→ -3, 0.0, 2, 1, 0.9, 3, -3, -4, 96
> O=C(NC1=NCCS1)c1ccc2c(c1)C(=O)N(Cc1ccco1)C2=O
→ -3, 2.2, -2, 4, 0.5, 32, -4, -6, 103

# The results go on:
# Under each structure – MEKK2 mut-MEK5, OXTR ag, PfM18AAP inh, NALP1 yeast inh, V1R ag counter, GPR7 antag, GalR3 antag, OXTR potentiate, MEKK2wt PB1 HTS
> Cc1ccc(S(=O)(=O)Cc2ccc(C(=O)OCc3ccccc3)cc2)cc1
→ 2, 0.3, -4, -1, 2.5, -5, -4, -14, 103
> CCCc1cc(=O)oc2cc(OCC(=O)N3CCOCC3)c(Cl)cc12
→ 3, 0.1, -12, 3, 0.3, 0, -7, 4, 110
> CCOC(=O)C1CCN(C(=O)CCNS(=O)(=O)c2cc(Br)cnc2N)CC1
→ -3, 0.5, -2, -7, 1.5, -11, -1, 2, 99
> CCOc1ccccc1NC(=O)c1cccc2c1C(=O)N(CCOC)C2
→ 6, -1.1, -7, 2, -0.7, -5, x, 1, 106
> CCOC(=O)c1c(C)[nH]c(C(C)=NNC(=O)c2cccs2)c1C
→ x, -0.4, x, x, -0.6, x, -7, 1, x
> CC(=O)NN1C(=O)/C(=C\c2ccc(Br)o2)SC1=S
→ -3, 0.5, 10, 29, 1.0, 5, -6, -6, 86

# Grouped by structure: the entries above containing four or more nitrogen atoms
# Under each structure – MEKK2 mut-MEK5, OXTR ag, PfM18AAP inh, NALP1 yeast inh, V1R ag counter, GPR7 antag, GalR3 antag, OXTR potentiate, MEKK2wt PB1 HTS
> COc1ccc(OC)c(NC(=O)CSc2nnc(N)s2)c1
→ -2, -0.1, 2, -1, 1.2, -13, -2, -11, 108
> S=c1[nH]nc(-c2ccco2)n1/N=C/c1ccc(Cl)c(Cl)c1
→ -1, 0.1, 17, 19, 0.1, -10, 2, 4, 79
> Cc1ccc2nsnc2c1S(=O)(=O)N(Cc1cc2cccc(C)c2[nH]c1=O)CC1CCCO1 (configuration not stated)
→ 0, 1.2, -1, 6, 1.8, -14, -4, -7, 102
> c1ccc(CNc2ncnc3c2oc2ccccc23)nc1
→ 2, 1.4, 2, 7, 1.5, -11, -4, -4, 101
> COC(=O)c1c(NC(=O)CN2CCN(c3ncccn3)CC2)sc(C(N)=O)c1C
→ 2, -0.1, -14, 23, 3.1, -8, -1, 0, 100
> CC(C)CN1CCN(Cc2cnc(N3CCOCC3)s2)CC1CCO (configuration not stated)
→ -7, 1.4, 4, -18, 1.0, -8, -4, -5, 87
> Cc1[nH]n(-c2cccc3ccccc23)c(=O)c1/C=N/NC(=O)c1cccc([N+](=O)[O-])c1
→ -1, -2.0, 0, 29, -0.3, -6, 0, -14, 91
> CC(=O)N[C@@H](Cc1c[nH]c2ccccc12)C(=O)NCCc1ccc(S(N)(=O)=O)cc1
→ 12, 0.2, 7, 6, 0.3, 7, -6, -2, 101
> CCOC(=O)C1CCN(C(=O)CCNS(=O)(=O)c2cc(Br)cnc2N)CC1
→ -3, 0.5, -2, -7, 1.5, -11, -1, 2, 99
